# Screening data as filed in PubChem BioAssay.
# OPRM1-OPRD1 inv: inverse agonists of MOR-DOR heterodimerization, primary screen, cell-based, luminescence; Mu-type opioid receptor (Homo sapiens) + Delta-type opioid receptor (Homo sapiens), …; cell-based MOR-DOR heterodimer luminescence, inverse agonism; inhibition, % at 9.3 µM; 340,000 compounds, 0.21% hits; in the data active = inhibition above about 22%, passing the limit was not always enough;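 note: 0% = cells with DMSO and 100% = wells without cells with DMSO; values of inactives mirror those of a sister screen read the other way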
# Cardiac RTF inh: cardiac RTF calcium sensitivity inhibitors, primary screen, biochemical, IANBD-TnC fluorescence, EC70 calcium; Troponin I, cardiac muscle (Homo sapiens) + Troponin T, cardiac muscle (Homo sapiens) + …; IANBD-labeled cardiac RTF, Ca2+ fluorescence; inhibition, % at 7.15 µM; 340,000 compounds, 0.12% hits;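 active = inhibition above the mean inhibition of all tested compounds plus 3 SD, cut at about 17% in these data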;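 note: assay run at fixed EC70 calcium of 1.6 mM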
# Arrestin-AP2 inh: inhibitors of beta-arrestin/AP2 binding, primary screen, biochemical, GPCR trafficking, flow cytometry | inhibition, % at 10 µM | FITC-arrestin peptide / GST-AP2 beads; AP2 beta2 appendage carries R879A mutation | 340,000 compounds, 0.31% hits;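 active = inhibition above a set limit, near 3 SD of compounds lacking own fluorescence, cut at about 54% in these data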;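 note: plate controls were DMSO wells for no effect and 5 µM unlabelled arrestin peptide for full effect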
#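 System: GST-tagged AP2 beta2-adaptin appendage (R879A) on 4 µm glutathione beads / Reagent: FITC-arrestin peptide, 50 nM / Detection: HyperCyt-sampled flow cytometry, FL1 channel, ex 488/em 535 nm / Timing: 12 min plus 1 h, RT / Buffer or medium: PBS plus Tween 20 (0.05%) and BSA (0.1%)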
# Wnt bcat act: Wnt/beta-catenin pathway activators, primary screen, cell-based, plate reader, single point; Wnt/beta-catenin reporter cell assay, activator; activation, % at 9.35 µM; 300,000 compounds, 1.2% hits; AID 743398, 2014; in the data active = activation above about 30%, passing the limit was not always enough;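 note: 0% = neutral control wells and 100% = positive control wells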
# Keap1 Nrf2 FP: Keap1-Nrf2 protein-protein interaction inhibitors, primary screen, biochemical, fluorescence polarization, single point; Kelch-like ECH-associated protein 1 (Homo sapiens), Q14145; Keap1 Kelch-Nrf2 peptide fluorescence polarization, 1536-well; inhibition, % at 9.4 µM; 340,000 compounds, 0.15% hits; in the data active = inhibition above about 12%;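 note: human Keap1 Kelch domain with fluorescein labeled Nrf2 9mer peptide probe; 0% = neutral control wells and 100% = peptide positive control; higher means more block of Keap1 binding to Nrf2 peptide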
# Target sequence (Q14145 whole entry, looked up, the tested form may be a part): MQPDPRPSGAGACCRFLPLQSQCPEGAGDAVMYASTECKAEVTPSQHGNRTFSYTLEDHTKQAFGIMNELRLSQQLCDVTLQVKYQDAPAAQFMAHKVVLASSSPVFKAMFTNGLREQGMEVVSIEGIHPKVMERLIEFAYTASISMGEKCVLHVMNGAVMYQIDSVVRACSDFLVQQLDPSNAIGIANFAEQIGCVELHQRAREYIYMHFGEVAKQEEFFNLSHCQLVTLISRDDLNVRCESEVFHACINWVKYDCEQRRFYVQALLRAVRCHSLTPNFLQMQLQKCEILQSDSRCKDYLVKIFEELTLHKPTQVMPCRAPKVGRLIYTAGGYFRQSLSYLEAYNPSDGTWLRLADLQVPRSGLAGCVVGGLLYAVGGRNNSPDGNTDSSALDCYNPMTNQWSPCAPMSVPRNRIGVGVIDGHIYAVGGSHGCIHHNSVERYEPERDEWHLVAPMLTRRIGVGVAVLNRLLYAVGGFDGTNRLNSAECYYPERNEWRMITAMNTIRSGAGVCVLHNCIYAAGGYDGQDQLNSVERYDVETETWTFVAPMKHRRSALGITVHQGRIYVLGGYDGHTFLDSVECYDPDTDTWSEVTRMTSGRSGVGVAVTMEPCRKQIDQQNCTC
# RTF Ca sens act: cardiac RTF calcium sensitivity activators, primary screen, biochemical, IANBD-TnC fluorescence, EC20 calcium. IANBD-labeled TnC RTF fluorescence at EC20 calcium; 0% EC20 calcium, 100% full calcium. activation, % at 7.2 µM. 340,000 compounds, 0.24% hits;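 active = activation above the mean over all tested compounds plus 3 SD, cut at about 30% in these data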;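 note: rise in fluorescence read as greater calcium sensitivity of cardiac thin filaments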
# OPRM1-OPRD1 ag: agonists of OPRM1-OPRD1 heterodimerization, primary screen, cell-based, luminescence | cells | activation, % at 9.3 µM | 340,000 compounds, 0.3% hits | AID 504326, 2011; in the data active = activation above about 18%;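 note: 0% = vehicle-treated cells and 100% = reference agonist; values of inactives mirror those of a sister screen read the other way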
# V-ATPase pH: regulators of yeast V-ATPase proton pumping, primary screen, pHLuorin cytosolic pH fluorescence | S. cerevisiae | response, % at 10 µM | 350,000 compounds, 0.37% hits; in the data active = response mostly above about 7.3%, no sharp cut-off; inactive = mostly below about 5.4%; note: actives read high; inactives centre near 0; some compounds called inactive have numbers as strong as hits; reference of the scale not given here
# DSG3 Ab inh: inhibitors of pemphigus antibody binding to DSG3, primary screen, biochemical, bead-based, flow cytometry, scFv-GFP | binding (percent of control), % at 10 µM | Desmoglein-3 (Homo sapiens), P32926 | DSG3-coupled beads, scFv-anti-DSG3-GFP binding; active compounds read low | 310,000 compounds, 0.48% hits;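 active = binding more than 3 SD below its plate's average and above zero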;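 note: hits lower antibody fragment binding to DSG3; some compounds called inactive have numbers as strong as hits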
# C-LANA FP: inhibitors of KSHV C-LANA binding to DNA, primary screen, biochemical, fluorescence polarization, FAM-LBS DNA, MBP-C-LANA, single point; inhibition, % at 9 µM; 340,000 compounds, 0.078% hits; AID 504423, 2011;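 active = highest replicate inhibition at or above 60% at 9 µM, even if other replicates fall short; inactive = all replicates below 60% inhibition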;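 note: 0% = neutral control wells and 100% = 4 µM acridine orange control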
# Active calls of the source: *; nt = no result given.
SMILES,OPRM1-OPRD1 inv,Cardiac RTF inh,Arrestin-AP2 inh,Wnt bcat act,Keap1 Nrf2 FP,RTF Ca sens act,OPRM1-OPRD1 ag,V-ATPase pH,DSG3 Ab inh,C-LANA FP
CCc1cccc2c(/C=N/NC(=O)c3cccc(S(=O)(=O)Nc4ccccc4Cl)c3)c[nH]c12,-6,1,1,nt,-2,2,1.1,1,nt,1.5
CN(CCCC(=O)Nc1ccccc1)S(=O)(=O)c1ccc(Cl)cc1,-13,-4,0,0,1,1,2.3,1,99,-0.7
Cc1ccc(/C=C/C(=O)OCC(=O)NCc2cccs2)o1,1,-4,5,-3,-1,3,-0.2,5,121,4.9
Cc1cc(NC(=O)c2cnn3cccnc23)nn1CC(=O)Nc1cccnc1,15,3,1,4,-4,-8,-2.5,-4,98,1.5
CCOc1c(OC)ccc2c3c(c(=O)oc12)CCCC3,11,4,11,nt,1,0,-2.1,-1,nt,-0.6
O=C(CCc1nc(-c2ccccc2)no1)NCc1ccccc1CN1CCOCC1,0,-14,26,5,2,-4,-0.1,0,97,-0.3
Cc1ccccc1NC(=O)N1CCCC1C(=O)NCc1ccccc1 (centres undefined),19,2,40,1,-3,-4,-4.0,-2,105,3.1
C/C(=N\NC(=O)c1ccc2c(c1)OCO2)c1ccc(NS(C)(=O)=O)cc1,9,-7,-2,3,-7,0,-1.9,-6,nt,-0.9
Oc1ccc(/C=N/n2cc(-c3ccccc3)[nH]c2=S)cc1,1,3,28,3,2,1,-0.2,6,99,1.1
N#Cc1nc(-c2ccco2)oc1N1CCC(C(N)=O)CC1,6,-14,-1,nt,0,2,-1.0,2,106,1.2
CCN(C(=O)c1c(C)noc1C)c1c(N)n(Cc2ccccc2)c(=O)[nH]c1=O,-2,-3,1,-4,3,-1,0.4,1,98,-0.5
COc1ccc2c(c1)c(=O)oc1c(C)c(OCC(=O)N3CCc4ccccc4C3)ccc12,13,10,0,nt,-6,3,-2.1,2,106,-0.8

# 2 of the compounds above, with values under each structure:
# Values run as follows: OPRM1-OPRD1 inv, Cardiac RTF inh, Arrestin-AP2 inh, Wnt bcat act, Keap1 Nrf2 FP, RTF Ca sens act, OPRM1-OPRD1 ag, V-ATPase pH, DSG3 Ab inh, C-LANA FP
Cc1ccc(/C=C/C(=O)OCC(=O)NCc2cccs2)o1
    1, -4, 5, -3, -1, 3, -0.2, 5, 121, 4.9
N#Cc1nc(-c2ccco2)oc1N1CCC(C(N)=O)CC1
    6, -14, -1, nt, 0, 2, -1.0, 2, 106, 1.2

# Results in V-ATPase pH, Keap1 Nrf2 FP and Arrestin-AP2 inh, for some of the entries so far:
Compound,V-ATPase pH,Keap1 Nrf2 FP,Arrestin-AP2 inh
O=C(CCc1nc(-c2ccccc2)no1)NCc1ccccc1CN1CCOCC1,0,2,26
Cc1ccc(/C=C/C(=O)OCC(=O)NCc2cccs2)o1,5,-1,5
CCc1cccc2c(/C=N/NC(=O)c3cccc(S(=O)(=O)Nc4ccccc4Cl)c3)c[nH]c12,1,-2,1
CN(CCCC(=O)Nc1ccccc1)S(=O)(=O)c1ccc(Cl)cc1,1,1,0

# The listing picks up with the two entries that preceded the break.
SMILES,OPRM1-OPRD1 inv,Cardiac RTF inh,Arrestin-AP2 inh,Wnt bcat act,Keap1 Nrf2 FP,RTF Ca sens act,OPRM1-OPRD1 ag,V-ATPase pH,DSG3 Ab inh,C-LANA FP
CCN(C(=O)c1c(C)noc1C)c1c(N)n(Cc2ccccc2)c(=O)[nH]c1=O,-2,-3,1,-4,3,-1,0.4,1,98,-0.5
COc1ccc2c(c1)c(=O)oc1c(C)c(OCC(=O)N3CCc4ccccc4C3)ccc12,13,10,0,nt,-6,3,-2.1,2,106,-0.8
O=C(NCCc1ccccc1)c1ccc(NCC2CCCO2)c([N+](=O)[O-])c1 (centres undefined),-4,-7,-19,27,-4,9,0.8,4,116,1.7
CC(C)C(=O)Nc1cc(-c2nc3ncccc3o2)ccc1Cl,0,-2,-1,1,2,1,0.0,-1,106,-4.2
CCc1ccc(NC(=O)c2ccc(C3SCC(=O)N3CCc3ccccc3)cc2)cc1 (centres undefined),14,-9,0,1,-3,6,-2.5,1,100,-0.3
S=C(NN=C(c1ccccc1)c1ccccn1)N(Cc1ccccn1)Cc1ccccn1,9,-11,-3,-24,-3,-2,-1.8,0,nt,0.4
CCCCN(C)CCC(=O)Nc1ccc(F)c(F)c1,0,17*,4,nt,5,-3,-0.1,0,100,1.1
CCn1cc(S(=O)(=O)c2ccccc2)c(=O)c2cc(F)c(N3CCN(C)CC3)cc21,18,-11,13,-2,1,0,-3.6,1,96,-0.5
O=C(COC(=O)/C=C/c1cccc(Cl)c1)NC1CC1,10,-11,-14,2,24*,2,-1.9,5,100,11
CCOc1ccccc1Nc1ccc2nonc2c1[N+](=O)[O-],7,1,0,3,-1,-4,-1.5,-3,96,-2.6
Cn1cnnc1SCC(=O)NC1CCCCC1,11,-16,-8,0,1,3,-2.4,-2,nt,-0.3
CCOc1ccc(CC(=O)NCCc2cnc[nH]2)cc1,15,5,4,0,-2,8,-2.7,-1,92,-0.8
O=C1c2ccccc2C(=O)N1CC(O)COc1ccccc1Cl (centres undefined),3,-9,39,8,5,-2,-0.8,5,105,0.7
COc1cc(NC(=O)c2cc(-c3ccccc3)nc3c2cnn3C(C)C)cc(OC)c1OC,-2,1,-6,nt,0,-5,0.6,2,nt,-0.2
COC(=O)c1ccc(N(CC(=O)NC2CCCC2)C(=O)CNC(=O)c2ccco2)cc1,11,-5,4,nt,-3,-2,-2.0,-4,109,0.9
CC1CCN(C(=O)CSc2nncn2-c2ccccn2)CC1,12,-7,2,nt,-5,4,-2.9,0,103,0.6
O=C(CSC1=NS(=O)(=O)c2cc(F)ccc2N1)Nc1ccccc1,0,-5,35,3,0,-6,0.0,-5,102,1.6
COc1ccc(-c2cc(-c3ccc(C)cc3)nc(SCc3nnc(-c4ccccc4)o3)c2C#N)cc1OC,26,-11,-3,20,0,-4,-4.9,-2,97,0.9
Cc1ccc(NC(=O)Nc2cnccn2)cc1Cl,-38,-4,1,0,5,-6,5.2,4,101,-0.8
C=CCn1c(-c2ccc(Cl)cc2)c[nH]c1=S,7,-1,21,10,2,3,-1.1,-1,97,1.8
Cc1ccc2c(c1C)NC(=O)CC(c1ccccc1O)=N2,-8,1,22,13,2,-1,1.6,-4,114,2.6
CCn1c(Cc2cccs2)nnc1SCC(=O)Nc1ccc(OC)c(OC)c1,7,-1,-3,0,5,4,-1.2,-5,100,2.0
CC1(C)Cc2c(C#N)c(SCC(=O)c3ccccc3)nc(N3CCOCC3)c2CS1,15,-1,2,nt,-5,11,-2.6,0,103,0.6
Cc1nc2ccn(Cc3ccccc3)c(=O)c2cc1C(=O)N1CCN(c2ccccc2)CC1,16,-6,23,0,-3,-4,-3.0,-7,103,0.4
O=C(Nc1cc(Sc2nc3ccccc3s2)cc([N+](=O)[O-])c1)c1ccccc1F,-17,-11,-5,nt,2,-5,2.8,-4,103,0.2
O=c1n(Cc2ccccc2Cl)c2sc3c(c2c2ncnn12)CCCC3,4,0,3,-1,-4,3,-1.0,3,98,-2.0
CCCC(C)NC(=O)CN(Cc1ccco1)S(=O)(=O)c1ccccc1 (centres undefined),20,1,1,-1,0,2,-5.2,1,98,-0.6
COc1ccc(-n2cnc3cc(N)ccc32)cc1,13,-3,4,nt,1,-5,-2.8,-2,125,-1.0
CCn1ncc(CNC(=O)CCSc2nc(-c3ccco3)cc(C(F)(F)F)n2)c1C,12,7,-3,nt,-3,-3,-2.1,0,102,-1.3
COc1ccc(C(=O)Oc2cc(C(=S)N3CCOCC3)ccc2OC)cc1,-1,-8,-11,-2,-7,0,0.2,4,101,0.2
COc1cc(C(CCN2CCCC(C)C2)c2c(OC)cc(OC)c3c2OC(=O)CC3c2ccc(N(C)C)cc2)cc(OC)c1OC (centres undefined),6,-6,29,nt,-2,1,-1.0,-2,101,0.7
O=S(=O)(NCC1CCCO1)c1cccc2nsnc12 (centres undefined),1,1,2,4,-1,-1,-0.1,5,101,-0.8
CCN1C(=O)C(CC(=O)Nc2ccc(OC)cc2)N(CCCN2CCN(c3ccc(F)cc3)CC2)C1=S (centres undefined),-34,-9,-5,-1,-4,6,7.2,13*,112,-0.1
O=C(COC(=O)COc1ccc(Cl)cc1)Nc1ccc(N2CCOCC2)cc1,-5,1,40,0,1,2,0.9,-6,99,1.2
COc1cc2c(cc1OC)[C@@H]1Cc3ccc(OC)c(OC)c3CN1CC2,12,-3,3,7,-1,-4,-2.6,-4,97,-1.0
O=[N+]([O-])c1ccc(N2CCN(CC3CCCCC3)CC2)cc1,-10,1,19,-4,0,6,2.1,0,106,-1.7
CC1(C)[C@@H](O)CC[C@]2(C)[C@H]3C(=O)C=C4[C@@H]5C[C@@](C)(C(=O)O)CC[C@]5(C)CC[C@@]4(C)[C@]3(C)CC[C@@H]12,6,10,4,-4,2,-4,-1.0,-2,99,2.9
CCOc1ccccc1NC(=O)CSc1nc(N)c(C#N)cc1C#N,0,-6,0,nt,-4,1,0.0,-3,107,-0.9
CCCc1nnc(NC(=O)CCC(=O)N2CCN(C3CCCC3)CC2)s1,-5,4,-6,-2,-3,4,1.0,-1,97,-1.0
Cc1ccc(NC(=O)CN(C)S(=O)(=O)c2cccc3cccnc23)c(C)c1,-17,-7,-4,0,-1,4,3.3,0,79,0.4
COc1ccc([N+](=O)[O-])cc1NC(=O)C(C)OC(=O)Cn1[nH]c(=O)c2ccccc2c1=O (centres undefined),15,-2,-12,-5,-2,0,-2.8,0,99,0.2
